FEN1 inhibitor: blocks human flap endonuclease 1 | P39748 | Recombinant FEN1 flap cleavage, fluorescence, 15 min | Potency, µM (top dose mostly 114 µM), inactives show top-dose activity change, negative = inhibition, most hits filed as inhibitors | actives 0.35% (n = 390,000); active means well fitted inhibition curve with a large enough effect; inconclusive means small, poorly fitted or top-dose-only effect; inactive means no such curve, though single readings can be large or run the other way; further: nearly all actives have a fitted effect of over 65% in size
Target sequence (P39748 whole entry, looked up): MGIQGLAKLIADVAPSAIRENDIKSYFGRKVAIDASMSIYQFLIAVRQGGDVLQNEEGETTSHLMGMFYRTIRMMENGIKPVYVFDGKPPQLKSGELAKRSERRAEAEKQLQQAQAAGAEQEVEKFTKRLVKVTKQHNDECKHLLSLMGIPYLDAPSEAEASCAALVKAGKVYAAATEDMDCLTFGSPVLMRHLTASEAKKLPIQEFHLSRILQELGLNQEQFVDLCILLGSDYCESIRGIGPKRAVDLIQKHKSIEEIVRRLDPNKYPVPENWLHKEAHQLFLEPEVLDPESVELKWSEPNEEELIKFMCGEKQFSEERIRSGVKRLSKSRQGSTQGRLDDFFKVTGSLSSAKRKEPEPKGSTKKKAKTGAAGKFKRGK
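Reaction started by adding substrate (50 nM final) to 10 nM enzyme after 15 min room-temperature compound preincubation. Reads at 0 and 15 min, with data normalized and fitted to a four-parameter Hill equation.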
Numbers without * were called inactive; ? = inconclusive. On the % scale 0 is the no-effect control and ±100 the full control effect; potency means the concentration at half of the fitted maximal effect. The list is partial, so the mix of outcomes need not match the whole.

molecule | FEN1 inhibitor
Cc1ccccc1NC(=O)c1cccc(NC(=O)c2c(C(=O)O)cccc2[N+](=O)[O-])c1 | 3.2%
Cc1ccc(C(=O)NCCCN2CCOCC2)cc1 | -1.1%
O=C(CBr)c1ccc(Oc2ccc(C(=O)C[n+]3ccccc3Cl)cc2)cc1 | ?
CCOC(=O)N1CCN(CCC(=O)Nc2cccc(F)c2)CC1 | -1.3%
Cn1cnnc1Sc1nc2c(c(=O)n(C)c(=O)n2C)n1C | 2.5%
Cc1ccc2nc(-c3ccccc3)nn2c1 | 3.0%
COc1cccc(/C=C/c2ccnc3ccccc23)c1OC | -15.6%
COc1cc2c(NC3CCN(C(C)C)CC3)nc(N3CCCN(C)CC3)nc2cc1OCCCN(C)C | 31.6µM*
CCOc1ccc(N2C(=O)CC(N3CCN(c4ccc(C(=O)c5ccncc5)cc4)CC3)C2=O)cc1 (stereo not drawn) | 3.5%
S=C1NCC(c2ccccc2)S1 (stereo not drawn) | -3.7%
CCc1cc(C(=O)Nc2cc(S(=O)(=O)N3CCOCC3)ccc2N2CCN(CC)CC2)sc1C | -6.4%
O=C(C1CCCCC1C(=O)N1CCCCC1)N1CCCCC1 (stereo not drawn) | 4.9%
CC(=O)Oc1cc(C(=O)OCC(=O)N2CCc3ccccc3C2)cc(OC(C)=O)c1OC(C)=O | 25.1µM*
COc1cc2c(cc1OC)-c1nnc(-c3cccs3)n1C(C)(C)C2 | 14.2%
c1cc(N2CCCCC2)nc(N2CCCCC2)n1 | -6.5%

(continued)
molecule | FEN1 inhibitor
O=C(Cn1nnc(-c2cccs2)n1)N1c2ccccc2Sc2ccc(C(F)(F)F)cc21 | 2.9%
COc1ccc(-c2nc(=N)sn2-c2ccccc2)cc1 | ?
C=C1CCN([C@@H](CC(C)C)C(=O)NCc2ccc(OC)cc2)S(=O)(=O)c2ccccc21 | 6.4%
CC(C)c1cc(C(C)C)c(S(=O)(=O)N2c3ccccc3[C@@]3(Br)C[C@H]4C(=O)N[C@@H](Cc5ccccc5)C(=O)N4[C@@H]23)c(C(C)C)c1 | -3.0%
Cc1ccc(OCCNC(=O)c2cccc(S(=O)(=O)N3CCN(Cc4ccccc4)CC3)c2)cc1 | -19.5%
CC(=O)O[C@@H]1[C@@H](O)[C@@H](O)[C@H](Oc2c(-c3ccc(O)cc3)oc3c(CC=C(C)C)c(O)cc(O)c3c2=O)O[C@H]1C | -8.3%
c1ccc(-c2csc(CN3CCCCC3)n2)cc1 | 4.5%
COc1ccc(C2=CC(=O)C[C@H](COCc3ccccc3)N(C(=O)OC(C)(C)C)O2)cc1 | ?
O=C(Cc1cccc(NC(=O)C2CCN(S(=O)(=O)c3cccc([N+](=O)[O-])c3)CC2)c1)Nc1cccc(C(=O)N2CCCCC2)c1 | -8.9%
CC(C)(C)c1ccc(/C=C/C(=O)Nc2ccc(S(N)(=O)=O)cc2)cc1 | -19.9%
O=C1NC(=O)C2(CCCC2c2ccccc2)N1 (stereo not drawn) | 7.5%
CN(C(=O)c1cccc(NC(=O)Cc2ccc(NC(=O)C3CCN(S(=O)(=O)c4cccc([N+](=O)[O-])c4)CC3)cc2)c1)C1CCCC1 | -9.3%
CN(Cc1ccccc1)/[N+]([O-])=N/Oc1ccc([N+](=O)[O-])cc1[N+](=O)[O-] | 1.3%
C=CCNC(=O)c1cnn2c1NC(=C)C=C2C | 4.9%
CC(=O)c1c(C)oc2ccc(NS(=O)(=O)c3ccc(C(C)C)cc3)cc12 | -3.5%

Continuation:
molecule | FEN1 inhibitor
Cc1ccc2nc(CO)[nH]c2c1 | 16.5%
Cc1ccc(S(=O)(=O)/N=C2\C=C(NS(=O)(=O)c3ccccc3)C(=O)c3ccccc32)cc1 | ?
C[N+](C)(CCCCCI)c1ccc(/C=C/c2nc3ccccc3s2)cc1 | ?
COc1ccc(CCc2ccnc3ccccc23)cc1 | -20.0%
COc1ccc(OC)c(S(=O)(=O)Nc2ccccc2O)c1 | 0.7%
CCOc1ccccc1Nc1nc(N)nc(Cl)c1CC | 1.3%
CCOC(=O)/C(C#N)=N/Nc1ccc(S(=O)(=O)Nc2cc(OC)nc(OC)n2)cc1 | 4.1%
Cc1[nH]c2ccccc2c1C(=O)CNc1ccc(Br)cc1 | -31.4%
O=C(c1ccc([N+](=O)[O-])cc1)N(Cc1ccccc1)Cc1ccccc1 | -14.4%
Cc1nn(C)cc1C(=O)c1ccccc1 | -0.6%
C=C(NS(=O)(=O)c1ccc(C)cc1)C(=O)OC | -1.8%
Oc1cccnc1CN1CCOCC1 | 0.2%
COC(=O)c1c(-c2ccc(OC)cc2)oc2ccc(-c3cc(OC)c(OC)c(OC)c3)cc12 | 6.9%
O=S(=O)(c1cccnc1)N1CCN(c2nc(-c3cccs3)nc3ccccc23)CC1 | 0.0%
CCN(CC)S(=O)(=O)c1ccc(/C=C/C(=O)OCC(=O)NCc2ccco2)cc1 | -5.0%

(next part)
molecule | FEN1 inhibitor
CC(C)(C)OC(=O)N(CCc1ccccc1)Cc1ccccc1OCc1ccc(NC(=O)C2CCC2)cc1 | -26.4%
CC(=O)c1ccc2c3c(cc(C)c2c1)CCCC3 | -18.1%
COc1cc(/C=C/C(=O)OCC(=O)N2CCN(S(=O)(=O)c3ccc(C)cc3C)CC2)ccc1OC(F)F | -22.2%
COc1ccccc1N(C)S(=O)(=O)c1ccc(Cl)c(C(=O)Nc2ccccc2N2CCOCC2)c1 | -4.2%
COc1cc(NC(=O)CN2C(=O)COc3ccccc32)cc(OC)c1 | 18.2%
c1ccc(CN2CCN(C3CCCSc4ccccc43)CC2)cc1 (stereo not drawn) | 6.2%
Nc1nc(=S)c2[nH]c(=S)[nH]c2[nH]1 | 10.6%
CCCn1cnc2c(SCCc3ccccc3)nc(N)nc21 | 5.6%
CCN1C[C@@H]2[C@@H]3C(=O)N(Cc4ccccc4)C(=O)[C@@H]3[C@](CC)(C1=O)N2C(=O)c1ccc(Br)cc1 | -5.7%
Cc1cc2c(SCc3ccccc3Cl)nc(N)nc2nc1C | -4.6%
Cc1ccccc1CNC(=O)C(C)N(c1ccccc1)S(C)(=O)=O (stereo not drawn) | 0.6%
CN(Cc1ccccc1)S(=O)(=O)c1ccc(NC(=O)c2ccccc2C(=O)O)cc1 | 2.4%
CCOC(=O)N1CCN(/[N+]([O-])=N/OCOC)CC1 | 18.9%
Nc1c(Sc2ccccc2)c(=O)[nH]c(=O)n1Cc1ccccc1 | -11.8%
COc1ccccc1NC(=O)N1c2ccccc2Sc2ccccc21 | -2.7%

(listing goes on)
molecule | FEN1 inhibitor
Brc1ccc(-c2noc(CCc3ccccc3)n2)cc1 | -5.7%
O=c1ccc(-c2ccccc2)nn1Cc1ccc(Cl)cc1 | -25.0%
COc1ccc(NS(=O)(=O)c2cccc(C(=O)N3CCN(S(=O)(=O)c4ccccc4)CC3)c2)cc1 | -3.5%
Cc1ccc2c(c1)C(=O)CC(c1ccccc1)S2 (stereo not drawn) | ?
O=C(COC(=O)c1cncc(Br)c1)Nc1nnc(-c2ccccc2)o1 | -12.2%
CCc1nc(SCC(=O)Nc2ccc(NC(C)=O)cc2)n[nH]1 | -1.8%
O/N=C(/CI)c1ccc2ccccc2c1 | ?
CC1=C(C(=O)OCc2ccc3nsnc3c2)N2C(=O)[C@@H](NC(=O)OCc3ccc4nsnc4c3)[C@H]2SC1 | 0.6%
O=C(COc1ccc([N+](=O)[O-])cc1Cl)Nc1ccc2[nH]c(=O)[nH]c2c1 | ?
O=C(Cc1cccc(NC(=O)C2CCN(C(=O)C3CCCC3)CC2)c1)Nc1cccc(C(=O)N2CCOCC2)c1 | -4.2%
COCC1CCN(C(=O)c2ccc3oc(Cc4ccc(Cl)cc4)nc3c2)C1 (stereo not drawn) | 6.3%
O=C(Nc1cc([N+](=O)[O-])c2[nH]c(=O)c3ccccc3c2c1)C(F)(F)F | -12.4%
CCOCCCn1c(=N)c(C(=O)NCc2cccnc2)cc2c(=O)n3cc(C)ccc3nc21 | 1.2%
Cc1ccc(C)c(S(=O)(=O)N(C)c2ccc(OC(=O)CN3C(=O)NC4(CCCC4)C3=O)cc2)c1 | 8.2%
Cc1ccc(N2CC(C(=O)Nc3ccccc3C(=O)NC3CCCCC3)CC2=O)cc1C (stereo not drawn) | 0.6%

Following part.
molecule | FEN1 inhibitor
O=C(NC1CC1)c1cccc(NC(=O)C2CCC2)c1 | -3.1%
COc1ccccc1NC(=O)c1c(NC(=O)Cc2ccccc2)sc2c1CCC(C(C)(C)C)C2 (stereo not drawn) | -2.9%
Cc1cccc(C)c1Nc1nc2ccccc2nc1NS(=O)(=O)c1ccccc1 | ?
Brc1ccccc1-n1nnc(-c2cnc3ccccc3c2)n1 | 3.3%
COC(=O)CNC(=O)c1ccccc1 | -1.8%
O=C(CCCc1ccccn1)c1ccccc1 | -6.3%
COc1ccccc1OCCn1c(-c2ccc(Cl)cc2)nc2ccccc2c1=O | -10.4%
Cc1ccc(NC(C(=O)c2ccccc2)c2ccccc2)cc1 (stereo not drawn) | -3.0%
CC1(C)CC(=O)C=C(c2cccnc2)C1 | -4.4%
O=C(O)c1ccc(NC(=S)Nc2ccc(S(=O)(=O)Nc3ccccn3)cc2)cc1 | 7.5%
COc1cc(/C=C(/C#N)C(=O)Nc2cc(C(F)(F)F)ccc2Cl)ccc1OCC(=O)Nc1cccc(C(F)(F)F)c1 | -13.6%
C=C1NN(CC2CC2)C(=O)N1c1ccc(OCc2ccccc2)cc1 | 11.9%
CCCCN1CC(COCc2ccccc2)Oc2cccc(Oc3ccc(F)cc3)c2S1(=O)=O (stereo not drawn) | -6.3%
COc1ccc(C(=O)Nc2cccc(C)n2)cc1S(=O)(=O)N1CCCc2ccccc21 | -24.3%
O=c1[nH]/c(=C/c2ccc3c(c2)OCO3)c(=O)[nH]/c1=C/c1ccc2c(c1)OCO2 | -4.1%

Later entries.
molecule | FEN1 inhibitor
CC(C)c1ccc2c(c1)C(N1CCNCC1)Cc1ccc(F)cc1S2 (stereo not drawn) | -1.0%
C#CCOc1ccc(-c2nnc(Nc3cccc(C)c3)c3ccccc23)cc1 | ?
Cc1ccc(Sc2ncccc2N)cc1 | -7.4%
COC(=O)c1c(-c2ccc(OC)cc2)sc2cc3c(cc12)OCO3 | 5.3%
CC(C)Cc1csc(=S)[nH]1 | -3.3%
COC(=O)c1ccc(NC(=O)CCCC(=O)OCC(=O)c2ccc(Cl)cc2)cc1 | 8.7%
COc1ccc(OCc2nc3ccccc3n2C(C)c2ccccc2)cc1 (stereo not drawn) | -3.9%
Cc1ccc(CNC(=O)c2cc(-c3ccccc3)nn2CC2CC(c3cccc([N+](=O)[O-])c3)=NO2)cc1 (stereo not drawn) | -14.3%
CCc1ccc(-n2nc3ccc(NC(=O)COc4ccc(OC)cc4)cc3n2)cc1 | 0.6%
COc1cc(OC)c(C(=O)C=Cc2ccc(OC)c(OC)c2)c(OC)c1 | 0.1%
CCOC(=O)c1c(NC(=O)COC(=O)c2ccc(O)cc2)sc(C(=O)NC)c1C | -14.8%
C[C@H]1CN(S(=O)C(C)(C)C)[C@@H](CCO)/C1=C\c1ccccc1 (stereo partly drawn) | -1.7%
CCOC(=O)C1=C(C)N(CCCC(=O)O)C(=O)NC1c1ccccc1 (stereo not drawn) | -10.0%
Nc1nonc1-n1nnc(C(=O)N/N=C/c2ccccc2O)c1CN1CCCC1 | -19.5%
CC1(C)c2[nH]c3ccccc3c2C[C@@H]2C(=O)N(Cc3ccco3)C(=O)N21 | -18.6%

3 compounds out of the list, ordered by molar mass, rising.
molecule | FEN1 inhibitor
Cc1ccc(Sc2ncccc2N)cc1 | -7.4%
COc1ccc(OCc2nc3ccccc3n2C(C)c2ccccc2)cc1 (stereo not drawn) | -3.9%
Cc1ccc(CNC(=O)c2cc(-c3ccccc3)nn2CC2CC(c3cccc([N+](=O)[O-])c3)=NO2)cc1 (stereo not drawn) | -14.3%

Part of the list above, field by field:
> CC(C)c1ccc2c(c1)C(N1CCNCC1)Cc1ccc(F)cc1S2 (stereo not drawn)
  FEN1 inhibitor: -1.0%

> C#CCOc1ccc(-c2nnc(Nc3cccc(C)c3)c3ccccc23)cc1
  FEN1 inhibitor: ?

> Cc1ccc(Sc2ncccc2N)cc1
  FEN1 inhibitor: -7.4%

> COC(=O)c1c(-c2ccc(OC)cc2)sc2cc3c(cc12)OCO3
  FEN1 inhibitor: 5.3%

More records.
molecule | FEN1 inhibitor
Cc1cc(=O)[nH]c(N2CCN(c3ccc(Cl)cc3)CC2)n1 | -0.3%
Cn1c(=O)c2[nH]c(CCc3ccncc3)nc2n(C)c1=O | 12.2%
O=C1c2ccccc2S(=O)(=O)c2cc(N3CCN(c4ccccc4)CC3)ccc21 | -5.0%
O=C(COc1ccc(Br)cc1)NNC(=O)c1cc(S(=O)(=O)N2CCOCC2)ccc1Cl | 1.1%
COC(=O)c1ccc(NC(=O)c2ccccc2OCC(=O)Nc2ccc(Br)cc2)cc1 | 6.6%
Cn1cnc2c(=O)sc3ccccc3c21 | -0.4%
CCOC(=O)c1c(NC(=O)/C=C/c2ccc(OCC)cc2)sc(C)c1C | -6.5%
CCOC(=O)c1c(Nc2cccc(C)c2)nnc(-c2ccccc2)c1-c1ccccc1 | 1.4%
COc1cccc(/C=C/c2ccc3ccccc3[n+]2C)c1OC | ?
CCc1nnc(NC(=O)CSc2nnc3scc(-c4ccc(C)cc4)n23)s1 | -1.5%
Cc1ccccc1-c1cccc([C@@H]2C[C@H]3[C@H](CON3C)CN2C(=O)CCc2ccccc2)c1 | -0.9%
Cc1cc(=O)n2[nH]c(SCc3c(F)cccc3Cl)nc2n1 | 7.9%
CC(C)c1ccc(NS(=O)(=O)c2ccc3[nH]cc(C(=O)NC4CCCC4)c(=O)c3c2)cc1 | -4.8%

Compound activity (PubChem)
